G9a block – inhibitors of human histone lysine methyltransferase G9a | AID 504332 | Potency, µM (highest dose often 102 µM), for inactives: at the highest dose activity, negative = inhibition, hits mostly inhibitors | G9a H3K9 monomethylation, AlphaScreen, 2 h | Q96KQ7 | actives 8.8% (n = 350,000); also: % is scaled to controls: 0 for no effect and ±100 for the full control effect; nearly all actives have a fitted effect of over 75% in size
Target sequence (Q96KQ7 913-1193 limits assumed): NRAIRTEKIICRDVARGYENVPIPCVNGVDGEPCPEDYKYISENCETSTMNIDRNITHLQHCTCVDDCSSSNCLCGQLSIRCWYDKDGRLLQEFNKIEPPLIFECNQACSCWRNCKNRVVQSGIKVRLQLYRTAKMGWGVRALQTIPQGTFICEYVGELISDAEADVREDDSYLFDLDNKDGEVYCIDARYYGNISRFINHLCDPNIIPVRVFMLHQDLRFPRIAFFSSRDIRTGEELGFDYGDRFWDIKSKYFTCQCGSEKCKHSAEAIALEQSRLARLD
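Compounds were preincubated with 20 nM G9a for 15 min, after which biotinylated H3K9 peptide (500 nM) and SAM (20 uM) started a 2 h room-temperature reaction. Monomethylated product was quantified by antibody-based AlphaScreen chemiluminescence.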
BLM inh – Bloom syndrome helicase (human) inhibition; AID 2528; recombinant BLM DNA unwinding, fluorescence dequenching; Potency, µM (series often up to 56.1 µM), for the others: at the top dose activity change, negative = inhibition, hits mostly inhibitors; actives 0.2% (n = 350,000);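 also: plate controls were vehicle for no effect and no enzyme for full effect; nearly all actives have a fitted effect of over 35% in size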
BAZ2B inh – inhibitors of human BAZ2B bromodomain; Q9UIF8; AlphaScreen BAZ2B-H3K14Ac peptide displacement; Potency, µM (top dose mostly 114 µM), for inactives: top-dose activity change, negative = inhibition, hits mostly inhibitors; actives 4.4% (n = 360,000); also: % is scaled to controls: 0 for no effect and ±100 for the full control effect; nearly all actives have a fitted effect of over 60% in size
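BAZ2B 50 nM plus b-H3(5-23)K14Ac 50 nM, PBS pH 7.4/0.01% Tween-20, 30 min RT; compound added (max 110 uM), 30 min RT; streptavidin donor/Ni-chelate acceptor beads 10 ug/mL final, 20 min dark; AlphaScreen read.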
Pol beta inh – inhibitors of human DNA polymerase beta. P06746. Pol beta primer extension/strand displacement, fluorescence kinetic. Potency, µM (doses to about 114 µM), inactives show at the top dose activity change, negative = inhibition, usual class: inhibitors. actives 1.3% (n = 340,000). AID 485314; also: % is scaled to controls: 0 for no effect and ±100 for the full control effect
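Values derive from four-parameter Hill fits of normalized kinetic data: reads at 0 and 10 min following addition of 50 nM substrate to 10 nM Pol beta preincubated 15 min with compound.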
POLH inh – inhibitors of human DNA polymerase eta. Q9Y253. recombinant Pol eta, fluorescent DNA replication assay. Potency, µM (series often up to 114 µM), for the others: at the top dose activity change, negative = inhibition, hits mostly inhibitors. actives 1.2% (n = 390,000). AID 588591; also: % is scaled to controls: 0 for no effect and ±100 for the full control effect
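Pol eta (10 nM) was preincubated with compounds for 15 min at room temperature, after which fluorescent replication substrate (50 nM final) was added to start the reaction. Fluorescence was read kinetically at 0 and 10 min.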
APE1 inh – blocks human APE1 abasic DNA cleavage. AID 2517. actives 0.35% (n = 350,000). P27695. recombinant APE1, TAMRA/BHQ-2 abasic DNA cleavage fluorescence. Potency, µM (titrated, usually from 65.8 µM), for inactives: at the top dose activity change, negative = inhibition, hits mostly inhibitors;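 also: plate controls were vehicle for no effect and reference inhibitor for full effect; nearly all actives have a fitted effect of over 55% in size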
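Activity was derived from the fluorescence gain between first and third kinetic reads (60 s intervals, ex 525/em 598 nm) after 50 nM THF-abasic TAMRA/BHQ-2 duplex was added to 0.75 nM APE1 preincubated 15 min with compound.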
JMJD2A Tudor inh – JMJD2A Tudor domain (human) inhibition | AlphaScreen JMJD2A-Tudor / H3K4me3 peptide binding | Potency, µM (doses to about 114 µM), without a hit: at the top dose activity change, negative = inhibition, usual class: inhibitors | actives 4.4% (n = 390,000) | AID 504339; also: % is scaled to controls: 0 for no effect and ±100 for the full control effect; nearly all actives have a fitted effect of over 50% in size
POLK inh – inhibitors of human DNA polymerase kappa | Q9UBT6 | purified Pol kappa, fluorescent DNA synthesis assay, 10 min | Potency, µM (highest dose often 107 µM), without a hit: at the top dose activity, negative = inhibition, most hits filed as inhibitors | actives 0.53% (n = 400,000) | AID 588579; also: % is scaled to controls: 0 for no effect and ±100 for the full control effect
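Fluorescent qHTS in 1536-well format: enzyme (10 nM) and compound sat 15 min at room temperature before 50 nM substrate (final) was added. Signal taken at 0 and 10 min; no-enzyme buffer wells were negative controls.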
Pol iota inh – inhibitors of human DNA polymerase iota. Q9UNA4. Pol iota fluorescent replication assay, 10 min. Potency, µM (top dose mostly 115 µM), inactives show at the highest dose activity, negative = inhibition, most hits filed as inhibitors. actives 1% (n = 390,000). AID 588590
Target sequence (Q9UNA4 whole entry, looked up): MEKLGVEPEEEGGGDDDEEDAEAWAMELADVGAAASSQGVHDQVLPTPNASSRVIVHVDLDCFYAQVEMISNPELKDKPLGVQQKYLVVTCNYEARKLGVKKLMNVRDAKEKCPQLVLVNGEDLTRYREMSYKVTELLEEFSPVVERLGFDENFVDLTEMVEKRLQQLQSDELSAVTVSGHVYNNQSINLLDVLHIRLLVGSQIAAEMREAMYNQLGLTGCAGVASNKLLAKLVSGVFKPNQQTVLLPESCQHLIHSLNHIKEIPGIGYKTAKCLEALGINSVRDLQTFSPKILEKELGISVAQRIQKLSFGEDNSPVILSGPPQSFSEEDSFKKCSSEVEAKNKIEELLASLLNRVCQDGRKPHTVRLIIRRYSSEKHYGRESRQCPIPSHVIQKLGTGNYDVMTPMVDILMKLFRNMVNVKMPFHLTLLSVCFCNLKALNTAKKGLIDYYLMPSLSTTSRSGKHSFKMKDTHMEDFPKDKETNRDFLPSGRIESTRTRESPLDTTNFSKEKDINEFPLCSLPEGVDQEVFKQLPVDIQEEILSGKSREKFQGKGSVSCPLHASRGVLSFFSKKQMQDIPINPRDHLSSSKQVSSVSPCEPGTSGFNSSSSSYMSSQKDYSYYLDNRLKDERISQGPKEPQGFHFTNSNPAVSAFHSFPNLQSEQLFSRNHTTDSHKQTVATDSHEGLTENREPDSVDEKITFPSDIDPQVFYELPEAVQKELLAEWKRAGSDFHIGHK
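Fluorescent replication assay read twice, at 0 min and 10 min after adding 50 nM (final) substrate. Enzyme (10 nM) and compounds were first incubated 15 min at room temperature; enzyme-free buffer wells were negative controls.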
* = called active by the depositor; ? = inconclusive; / = not tested or not shown; [ ] = remark or other dose. Calls follow the shape of the dose curve; as a rule, active = well fitted curve in the direction sought with a large enough effect; inconclusive = small, poorly fitted or top-dose-only effect, or another doubt; inactive = no such curve, though single readings can be large; an effect the other way counts as inactive or inconclusive. Potency is read from the fitted curve at half-maximal effect. Not all compounds are listed (hit frequency here may not be typical).

SMILES	G9a block	BLM inh	BAZ2B inh	Pol beta inh	POLH inh	APE1 inh	JMJD2A Tudor inh	POLK inh	Pol iota inh
CCCOc1ccc(NC(=O)CC2C(=O)N(C)C(=S)N2Cc2cccs2)cc1 (stereo unspecified)	15%[59 µM]	-5%	-10%	18%	4%	3%	-20%	7%	4%
O=C1CC(NS(=O)(=O)c2cccs2)CN1c1ccccc1 (stereo unspecified)	14%[2.33 µM]	/	-6%	/	-11%	4%	-8%	-4%	14%
COc1ccc(C(=O)NNC(=S)NC(=O)c2cccnc2)cc1	13µM*	1%	9%	-7%	-13%	8%	-6%	-3%	57%[activator]
COc1ccc(-c2nc3sc(CCNC(=O)c4ccc(Br)o4)c(C)n3n2)cc1	-2%[59 µM]	1%	-24%	-16%	-9%	/	-19%	-2%[60.1 µM]	32%[activator]
Cc1c(Cl)cccc1NC(=O)CSc1ncnc2c1sc1ccccc12	1%[59 µM]	-2%	3%	79%[activator]	-24%	/	-2%	-12%[60.1 µM]	-13%
O=C(CSc1cnc2ccccc2n1)c1ccc(F)cc1	7.1µM*	-6%	9%	?	-21%	-3%	3%	-4%[60.1 µM]	39%[activator]
COc1ccc(C2C3=C(CC(C)(C)CC3=O)Oc3ncn4nc(-c5ccccc5)nc4c32)cc1 (stereo unspecified)	/	/	/	/	-3%	/	0%	-19%	-22%
CC(C)c1c(C(=O)N/N=C/c2ccc3c(c2)OCO3)nnn1-c1nonc1N	-5%	-5%	-6%	3%	-19%	-41%	?	-12%	-4%
O=C(COC(=O)/C=C/c1ccc([N+](=O)[O-])cc1)NC1CCCCC1	?	/	6%	/	2%	-7%	-6%	-13%	2%
C=C1CCN(C(C(=O)NCc2ccc(Cl)c(Cl)c2)C(C)C)S(=O)(=O)c2ccccc21 (stereo unspecified)	/	-9%	/	/	/	12%	-3%	-14%	?
COc1ccc(C(=O)COC(=O)[C@H](C)Nc2ccc(C(F)(F)F)cc2[N+](=O)[O-])c(OC)c1	?	-8%	50µM*	40µM*	?	?	-32%	-27%	?
CCc1c(C(=O)Nc2cc(C(=O)OC)ccc2C)csc1C	-1%	-3%	1%	5%	-16%	9%	-11%	-9%	21%
COc1cccc(C2=NOC(C(=O)Nc3cc(C)nn3-c3ccccc3)C2)c1OC (stereo unspecified)	45µM*	2%	10%	16%	-11%	7%	6%	1%	31%[activator]
COc1ccc(CNC(=O)c2cc(-c3ccc(Br)s3)nc3ccccc23)c(OC)c1	5%[59 µM]	-5%	-1%	17%	-14%	/	12%	-5%	49%[activator]
COc1cc(-c2cc(C(=O)Nc3ccc(N4CCOCC4)cc3)c3ccccc3n2)cc(OC)c1OC	?	-19%	?	-12%	-11%	-1%	?	-2%	-19%
CCC(C)(C)C1CCc2[nH]nc(C(=O)NCc3ccc(Cl)cc3)c2C1 (stereo unspecified)	14%[2.33 µM]	/	-4%	/	-15%	17%	-10%	-3%	12%
CCOc1ccc(CN2CCN(C3CCSCC3)CC2CCO)cc1 (stereo unspecified)	/	-2%	5%	19%	-12%	6%	-15%	1%	39%[activator]
COCCNCCCCOc1ccc(C)cc1[N+](=O)[O-]	?	-3%	56µM*	0%	-6%	1%	2.8µM*	-3%	35%[activator]
COc1ccccc1Nc1nc(C2(C)CCC(=O)O2)cs1 (stereo unspecified)	-11%[59 µM]	-2%	-8%	?	-8%	-2%	-13%	-6%	10%
COC(=O)[C@]1(Cc2ccccc2)N[C@H](CN(C)C(=O)c2ccc(C)cc2)[C@@H]2C(=O)N(Cc3ccccc3)C(=O)[C@@H]21	/	/	/	/	-23%	-11%	-30%	-18%	9%

In a second layout: three of the compounds above
canonical_smiles | G9a block | BLM inh | BAZ2B inh | Pol beta inh | POLH inh | APE1 inh | JMJD2A Tudor inh | POLK inh | Pol iota inh
COCCNCCCCOc1ccc(C)cc1[N+](=O)[O-] | ? | -3% | 56µM* | 0% | -6% | 1% | 2.8µM* | -3% | 35%[activator]
COc1ccccc1Nc1nc(C2(C)CCC(=O)O2)cs1 (stereo unspecified) | -11%[59 µM] | -2% | -8% | ? | -8% | -2% | -13% | -6% | 10%
COC(=O)[C@]1(Cc2ccccc2)N[C@H](CN(C)C(=O)c2ccc(C)cc2)[C@@H]2C(=O)N(Cc3ccccc3)C(=O)[C@@H]21 | / | / | / | / | -23% | -11% | -30% | -18% | 9%

Continuation:
SMILES	G9a block	BLM inh	BAZ2B inh	Pol beta inh	POLH inh	APE1 inh	JMJD2A Tudor inh	POLK inh	Pol iota inh
c1ccc(Oc2nnc(-c3cccs3)c3ccccc23)cc1	-7%[59 µM]	-2%	1%	12%	-12%	0%	5%	2%	28%
CC(=O)n1cc([C@@H]2C=C(C(=O)N3CCN(C)CC3)O[C@H](OCc3ccc(CO)cc3)C2)c2ccccc21	/	/	/	/	1%	/	-14%	-3%	25%
CCOc1ccc(-n2nnnc2SCC(=O)NC2CCCC2)cc1	1%	-5%	-2%	24%	-21%	22%	-7%	4%	53%[activator]
O=C(NC1CCCCC1)C(c1ccncc1)N(Cc1ccc2c(c1)OCO2)C(=O)C(F)(F)F (stereo unspecified)	?	-1%	2%	7%	9%	?	-32%	79µM*	35µM*
COc1ccc(C)cc1NC(=O)c1ccc2nc(Cc3ccccc3)oc2c1	9%[59 µM]	-8%	29%	-3%	-25%	/	3%	-6%[60.1 µM]	19%
CC(C)N1CCc2c(sc(NC(=O)Cc3ccccc3)c2C#N)C1	?	0%	7%	8%	-20%	22%	-13%	-5%	?
CCCCC(=O)Nc1cc2nn(-c3ccc(OCC)cc3)nc2cc1C	-2%[59 µM]	-1%	0%	2%	-16%	/	7%	2%	7%
O=C(Nc1nnc(SCC(=O)N2CCOCC2)s1)c1ccccc1Cl	-24%[59 µM]	1%	-11%	0%	4%	-3%	1%	8%	12%
CCC(C)C1C(C#N)=C(N)OC2=C1C(=O)CC(C)(C)C2 (stereo unspecified)	4%[59 µM]	-5%	-3%	1%	-3%	0%	-11%	14%	11%
COc1ccc(CC2(CO)CCN(Cc3cnn(-c4ccccc4)c3)CC2)cc1	0%	-7%	-12%	-8%	-14%	6%	-24%[57.1 µM]	3%	-3%
O=C(CCNS(=O)(=O)c1ccc(Cl)cc1)N1CCCCCC1	14%	-3%	-1%	0%	-21%	27%	1%	-4%	72%[activator]
Cc1nnc(SCc2cccc([N+](=O)[O-])c2)o1	11%	1%	-32%	-14%	6%	1%	-10%	-22%	-9%
Cc1cccc(NS(=O)(=O)c2ccc3c(c2)NC(=O)CO3)c1C	12%[0.501 µM]	-2%	-8%	14%	1%	-3%	-9%	-4%	-3%
C=CCN=C1CC(C)(C)CC(=O)/C1=C(\O)c1ccccc1	12%[12.7 µM]	1%	7%	40%	-13%	3%	-7%	-12%	11%
COc1ccc(Cc2noc(CN(C)Cc3cccc(-n4cccn4)c3)n2)cc1OC	15%	-2%	-3%	-12%	-17%	3%	1%	-2%	43%[activator]
Cc1ccc(S(=O)(=O)N(CC(=O)c2ccc(Cl)cc2)C(=O)N2CCN(C)CC2)cc1	?	/	-1%	/	-11%	27%	-3%	-5%	68%[activator]
CN(C(=O)COC(=O)COc1ccc(N(C)S(=O)(=O)c2ccc(Cl)cc2)cc1)c1ccccc1	/	/	/	/	-10%	/	-17%	9%	4%
CN(C)c1ccc(N=c2sc3ccccc3n2C)cc1	?	8%	7.9µM*	-1%	-14%	-4%	10µM*	-11%	6%
Fc1cccc(F)c1/C=C/c1ccc2ccccc2n1	?	-2%	77%[activator]	17%[57.1 µM]	-20%	0%	82%[activator]	-12%	-1%
CC(=O)n1c(C=Nc2ccccc2)c(O)c2ccccc21	?	0%	35%	3%	-10%	-12%	47%[activator]	-6%	96%[activator]
COC(=O)c1ccc(NC(=S)NNC(=O)CC(C)C)cc1	10µM*	-11%	-1%	0%	-11%	23%	-23%	0%	21%
CCCOC(=O)c1ccc(Oc2c(-c3ccc(OCC)cc3O)n[nH]c2C)cc1	?	-6%	12%	?	-21%	3%	-20%	-9%	-38%
O=C1C(=O)c2ccc(-c3ccccc3)cc2-c2ccccc21	?	8.9µM*	-5%	13%	5.6µM*	1%	-8%	-5%	2%
O=C(CC1C(=O)NCCN1CC(c1ccccc1)c1ccccc1)NC1CC1 (stereo unspecified)	45µM*	-4%	-10%	-2%	-3%	-4%	3%	3%	27%
CN1CCN(C(=S)NC(=O)c2ccccc2Cl)CC1	50µM*	0%	-23%	2%	-8%	53%[activator]	-10%	-8%	29%
CCc1ccccc1NC(=O)CN1CCN(C(=O)C2CCN(C(=O)/C=C/c3ccccc3)CC2)CC1	9%[2.33 µM]	/	4%	/	6%	1%	-1%	-8%	8%
NS(=O)(=O)c1ccc(NC(=O)COC(=O)CN2C(=O)C3CC=CCC3C2=O)cc1 (stereo unspecified)	11%[12.7 µM]	/	-18%	/	-12%	40%	6%	-10%	-17%
Cc1ccc(N(CC(O)CN2CCOCC2)S(=O)(=O)c2ccc3ccccc3c2)cc1 (stereo unspecified)	-8%[59 µM]	0%	-9%	34%	-15%	-3%	-12%	-2%	-12%
Cc1ccccc1OCCC(=O)OCC(=O)N(C)c1c(N)n(Cc2ccccc2)c(=O)[nH]c1=O	45µM*	-5%	-11%	23%	-6%	23%	-29%	-5%	14%
NS(=O)(=O)c1ccc(CNC(=O)NC2(c3ccccc3)CC2)cc1	4%	-1%	2%	-12%	-4%	2%	-4%	-2%	-2%
O=C(NCCC1CC1(Cl)Cl)Nc1ccccc1 (stereo unspecified)	/	-1%	1%	2%	-19%	-3%	3%	2%	24%
COc1ccc(-c2nc3c(C#N)c[nH]n3c2NC2CCCCC2)c(OC)c1	-7%[59 µM]	-5%	-8%	15%	-15%	/	-13%	-12%	-2%
CCOC(=O)c1c(NC(=O)COC(=O)Cc2n[nH]c(=O)c3ccccc23)sc(C(=O)NC)c1C	/	/	/	/	-4%	14%	-13%	-19%	-5%
CC(C)(C)C(=O)Nc1c(C(=O)N2CCN(c3ccc(F)cc3)CC2)oc2ccccc12	?	-3%	-3%[57.1 µM]	-1%	-14%	/	-14%	-8%	-9%
CCCCCCNc1cc(C)oc(=O)c1C(C)=O	-13%	0%	1%	-1%	-18%	-2%	-3%	1%	2%
CN=c1scc(-c2cccs2)n1/N=C/c1ccc(O)c(O)c1O	7.9µM*	-18%	25µM*	2.8µM*	?	6.3µM*	25µM*	?	?
